Assay outcomes deposited in PubChem by National Center for Advancing Translational Sciences (NCATS).
TDP1 inh = qHTS Assay for Inhibitors of Tyrosyl-DNA Phosphodiesterase (TDP1). Tyrosyl-DNA phosphodiesterase 1 (Homo sapiens), Q9NUW8. recombinant TDP1, AlphaScreen DNA substrate cleavage. Potency, µM (series often up to 130 µM), inactives show top-dose activity change, negative = inhibition, actives largely listed as inhibitors. hit rate 0.28% among 350,000. AID 485290, 2010; note: nearly all actives have a fitted effect of over 40% in size
Target sequence (Q9NUW8 whole entry, looked up): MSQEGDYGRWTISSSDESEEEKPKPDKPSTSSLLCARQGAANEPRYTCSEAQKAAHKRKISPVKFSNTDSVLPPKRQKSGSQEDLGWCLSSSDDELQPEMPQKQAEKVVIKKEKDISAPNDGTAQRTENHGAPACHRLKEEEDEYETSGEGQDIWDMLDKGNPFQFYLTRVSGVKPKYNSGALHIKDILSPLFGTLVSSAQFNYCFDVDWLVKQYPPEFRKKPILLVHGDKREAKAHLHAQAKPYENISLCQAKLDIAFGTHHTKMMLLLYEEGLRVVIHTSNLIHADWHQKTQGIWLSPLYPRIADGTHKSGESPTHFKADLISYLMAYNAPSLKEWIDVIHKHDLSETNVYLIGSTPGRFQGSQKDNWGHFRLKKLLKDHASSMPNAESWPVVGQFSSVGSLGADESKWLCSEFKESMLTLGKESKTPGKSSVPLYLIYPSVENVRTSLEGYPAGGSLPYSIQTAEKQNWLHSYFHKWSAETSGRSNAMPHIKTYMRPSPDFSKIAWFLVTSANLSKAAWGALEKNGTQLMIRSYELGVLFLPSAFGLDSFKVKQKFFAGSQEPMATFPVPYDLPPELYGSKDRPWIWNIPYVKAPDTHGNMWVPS
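E. coli-derived human Tdp1, 1 nM final. Cpd preinc 15 min RT; substrate 15 nM final, 5 min RT; AS bead mix 10 ug/ml final, 10 min RT. Signal loss = tyrosine-FITC cleavage. No-enzyme wells = max signal.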
DT40 TDP1 no CPT = qHTS for Inhibitors of human tyrosyl-DNA phosphodiesterase 1 (TDP1): qHTS in cells in absence of CPT; DT40 Tdp1-/- hTDP1 cells, no CPT, ATP luminescence, 48 h; Potency, µM (top dose mostly 46.2 µM), for inactives: top-dose activity change, negative = growth inhibition, hits mostly inhibitors; hit rate 15% among 420,000; AID 686978, 2013; note: nearly all actives have a fitted effect of over 55% in size
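Luminescent ATP content (CellTiter-Glo) served as the growth readout. Knockout chicken DT40 cells expressing human TDP1 were exposed to compounds without camptothecin for a minimum 48 hr at 37 °C.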
GCN5L2 inh = qHTS Assay for Inhibitors of GCN5L2. Histone acetyltransferase KAT2A (Homo sapiens), Q92830. GCN5L2 HAT assay, ThioGlo1 CoA-SH fluorescence. Potency, µM (top dose mostly 58.9 µM), for the others: at the top dose activity change, negative = inhibition, most hits filed as inhibitors. hit rate 0.21% among 390,000. AID 504327, 2011
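GCN5L2 (20nM final) in 50mM HEPES, 0.1mM EDTA pH 7.5, 0.01% Tween-20 was preincubated 15 min at room temperature with compound, then given ThioGlo1 (50uM), H3(1-25) peptide (75uM) and acetyl-CoA (70uM); CoA-thiol fluorescence (Ex340/Em540) was read at 0 and 20 min.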
The depositor's hits bear a star; ? = inconclusive; · = not tested or not shown; & = joins results of further samples; [ ] = remark or other dose. Calls come from the whole dose curve; as a rule, active = well fitted curve in the direction sought with a large enough effect; inconclusive = small, poorly fitted or top-dose-only effect, or another doubt; inactive = no such curve, though single readings can be large; an effect the other way counts as inactive or inconclusive. % is set by controls: 0 for no effect and ±100 for the full control effect; potency is the fitted concentration of half-maximal effect.

compound | DT40 TDP1 no CPT | TDP1 inh | GCN5L2 inh
CC1S/C(=N/N=C/c2cccc([N+](=O)[O-])c2)NC1=O (centres undefined) | ? | · | -3%
COc1ccccc1C(=O)NCc1ccccc1 | -15% | 3% | -1%
CCOC(=O)C(Cc1c[nH]c2ccccc12)NC(=O)c1ccco1 (centres undefined) | -13% | 3% | -2%
Nc1cccc(Oc2c(F)c(F)c(Oc3cccc(N)c3)c(F)c2F)c1 | ? | 6% | -9%
COCCCNc1nc(=S)[nH]c2cc(OC)c(OC)cc12 | -17% | 3% | -7%
CC(=O)Nc1ccc(NC(=O)CN2CCCC(C)C2)c(Cl)c1 (centres undefined) | -20% | 1% | -7%
CC1(C)C(=O)OC(C(=O)c2ccc(Cl)cc2)C(C)(C)C1=O (centres undefined) | -5% | -6% | 3%
COc1ccc(-n2nc(C(=O)N(C)C)nc2-c2ccccc2)cc1 | 2% | 2% | -4%
CC(=O)c1ccc(NC(=S)N(C)C2CCN(C)CC2)cc1 | -1% | 2% | 2%
O=C(NCC1CCCO1)C1CCN(C(=O)c2ccc(Cl)cc2)CC1 (centres undefined) | -11% | 5% | -8%
CCOc1ccccc1NC(=O)CSc1nc(=O)n(Cc2ccccn2)c2c1CCC2 | -23% | 1% | ?
COC(=O)Cn1c(=NC(=O)c2sc3ccccc3c2Cl)sc2cc(S(N)(=O)=O)ccc21 | ? | -3% | -20%
CCc1ccc(NC(=O)c2cc(C)on2)cc1 | 3% | 2% | -4%
CSc1ncccc1C(=O)OCC(=O)c1cccc(Br)c1 | -12% | ? | -5%
CN1C(=O)c2ccccc2Sc2ccc(NC(=O)COc3ccc(F)cc3)cc21 | 7.3µM* | 3% | 1%
Cc1ccc2nc(Nc3ncc4c(n3)CCCC4=O)nc(C)c2c1 | · | 0% | 2%
CN1CCC(N(C)C(=O)NC2CCCCC2)CC1 | -1% | -2% | -5%
O=C1Nc2cc3c(cc2Sc2ccccc21)OCCO3 | -23% | 3% | -1%
O=C(NCc1ccccc1CN1CCCC1)C1CCN(S(=O)(=O)c2ccc(F)c(F)c2)CC1 | -22% | 0% | -2%
O=[N+]([O-])c1cc(Cl)ccc1Oc1ccc(-c2nnco2)cc1 | -14% | 5% | -3%
O=C(c1ccncc1)N1CCN(S(=O)(=O)c2ccc(F)cc2)CC1 | 27% | 4% | 2%
Cc1ccc(OCCCC(=O)Nc2ccc(N3CCOCC3)cc2)cc1 | -18% | 1% | -1%
CC(=O)Nc1ccc(NC(=S)NC(=O)c2ccc(C(C)(C)C)cc2)cc1 | -15% | · | -7%
O=C(O)CCCc1ccc2ccc3cccc4ccc1c2c34 | 6% | · | -6%
Nc1ccc(-n2nncc2-c2ccco2)cc1 | -8% | 0%[56.1 µM] | 0%
CCS(=O)(=O)NCC(c1ccco1)N1CCN(c2ccc(F)cc2)CC1 (centres undefined) | ? | -3%&0% | -1%&0%
O=C(NCCc1c[nH]c2ccccc12)C(F)(F)F | ? | 4% | 0%
Cn1c(Cn2nnc3ccccc32)nnc1SCC(=O)Nc1ccc2c(c1)OCO2 | -1% | 5% | -12%
CC(C)(C)c1ccc(C(=O)OCCNC(=O)c2c(Cl)nc3ccccn23)cc1 | ? | -2% | -8%
COCCCNC(=O)/C(C#N)=C/c1c(N2CCN(c3cccc(Cl)c3)CC2)nc2c(C)cccn2c1=O | ? | · | 2%
COc1ccccc1NC(=O)C(=O)NCCC1CCCCN1S(=O)(=O)c1ccc(F)cc1 (centres undefined) | 18µM* | 6% | -17%
Cc1occc1C(=O)Nc1cccc(S(=O)(=O)N2CCOCC2)c1 | -21% | 2% | -3%
CC(=O)Nc1cc(-c2nc3cc(Cl)ccc3o2)ccc1C | 0% | 3% | -8%
O=C(NCc1ccccc1Cl)c1cc(C(=O)C2CC2)c[nH]1 | -23% | 0% | -2%
Cc1ccc2cc3c(NC(=O)c4ccco4)nn(C)c3nc2c1 | ? | 7% | -18%
Oc1c(Cl)cc(Cl)cc1CNc1ccccn1 | 6% | · | -11%
CCOC(=O)CCCN1C(=O)CCn2nc(-c3cn(C)c4ccccc34)cc21 | ? | 8% | -8%
O=C1CCc2cc(S(=O)(=O)Nc3cccc(F)c3)cc3c2N1CC3 | -25% | · | -6%
COc1cccc(NS(=O)(=O)c2ccc(NC(C)=O)cc2)c1 | ? | 3% | -28%
CCC(C(=O)Nc1cc(C)nn1-c1nc(C)cc(C)n1)c1ccccc1 (centres undefined) | 18µM* | -5% | -7%
CC(=O)Nc1ccc(SCC(=O)N(C)CC(=O)Nc2ccccc2Cl)cc1 | ? | 1% | -5%
Nc1nc2ccc([N+](=O)[O-])c(N)c2s1 | ? | 8% | -8%
O=C(CCS(=O)(=O)c1cccc2nsnc12)N1CCN(Cc2ccc3c(c2)OCO3)CC1 | -10% | 1% | -5%
COc1ccccc1NC(=O)c1ccc(Cl)c(S(=O)(=O)N2CCOCC2)c1 | -22% | 7% | 2%
Cc1ccccc1C(=O)N1CCC(C(=O)Nc2ccc(C)c(S(=O)(=O)N3CCCCC3)c2)CC1 | 5.8µM* | 3% | 1%
O=C(NCC1OCCc2ccccc21)C1COc2ccccc2O1 (centres undefined) | -30% | 4% | -9%
O=C(O)/C(=C\C(=O)c1ccccc1)Nc1ccccc1 | · | 3% | -6%
O=C(COc1ccccc1Br)N1CCN(c2ccccc2)CC1 | -17% | -1% | ?
CC(NC(=O)c1cc(-c2ccncc2)nc2ccc(Cl)cc12)C1CCCO1 (centres undefined) | ? | 1% | -2%
COc1ccc(OCCn2cc(C(=O)C3CCCCC3)c3ccccc32)cc1 | ? | -1% | -11%
CC1CCCN(C2(O)C(=O)Nc3c(C(F)(F)F)cccc32)C1 (centres undefined) | ? | · | -3%
COc1ccc(OC)c(NC(=O)CCCNC(=O)c2ccc(Cl)cc2)c1 | 6% | · | -20%
COC(=O)CNS(=O)(=O)c1ccc(C)cc1 | -5% | -2% | 0%
COc1ccc(CNC(=O)CN(c2ccc(C)cc2)S(=O)(=O)c2c(C)nn(C)c2C)cc1 | -20% | 2% | -6%
CCN(CC(=O)N1CCCCCC1)S(=O)(=O)c1ccc(C)cc1 | -28% | · | 0%
O=C(NCC1CCCO1)C(=O)N/N=C/c1cc(Cl)ccc1O (centres undefined) | ? | · | -1%
COc1ccc(C)c2sc(N(Cc3cccnc3)C(=O)CCc3ccccc3)nc12 | 15µM* | 3% | -7%
COc1ccc(C(CNC(=O)c2cccc(Br)c2)N2CCCC2)cc1 (centres undefined) | ? | 5% | 8%
COC(=O)c1ccc(-c2noc(CN3CCCC(CNC(C)=O)C3)n2)cc1 (centres undefined) | -9% | 3% | -4%
CC(CN1CCOCC1)OC(=O)c1ccccc1 (centres undefined) | -7% | -2% | -18%

The results go on:
compound | DT40 TDP1 no CPT | TDP1 inh | GCN5L2 inh
O=C(O)c1ccc(N=Nc2c(-c3ccccc3)[nH]oc2=O)cc1 | -14% | · | 0%
Cc1ccc(-n2nc(C)c3c(C)c(CCC(=O)O)c(C)nc32)cc1C | 10% | · | 36%[activator]
C=CCNC(=O)c1ccccc1S(=O)c1ccccc1C#N (centres undefined) | 1% | 3% | -11%
Cc1cccc(C)c1NC(=S)N(CCCN1CCCCC1)Cc1ccco1 | -3% | 3% | 3%
CC(C)C[C@H](NC(=O)OC(C)(C)C)C(=O)N1CCC(C(=O)N[C@@H](Cc2c[nH]c3ccccc23)C(=O)O)CC1 | 11% | · | 2%
Cc1cnc(C(=O)OCC(=O)Nc2cc(Cl)ccc2C#N)cn1 | -10% | 1% | -1%
CNC(=S)N/N=C/c1ccc(OCC(=O)Nc2c(C)cc(C)cc2C)c(OC)c1 | ? | 1% | 1%
CC(C(=O)NCc1cccs1)N1C(=O)c2ccccc2C1=O (centres undefined) | -24% | 5% | -9%
O=C(Nc1c2c(nn1-c1ccc([N+](=O)[O-])cc1)CS(=O)(=O)C2)c1ccccc1F | 26% | 5% | -5%
CCOc1ccc(NC(=O)CSc2nc(-c3ccc(F)cc3)cc(C(F)(F)F)c2C#N)cc1 | -25% | 0% | -3%
O=C(NCc1ccccc1)c1ccc(NC(=O)N2CCSc3ncccc32)cc1 | -12% | 3% | -3%
COC(=O)c1ccccc1S(=O)(=O)N(CCCN1CCOCC1)Cc1cccs1 | -4% | 0% | -2%
Cc1ccc(NC(=O)C2CCCN(S(=O)(=O)c3cccs3)C2)cc1 (centres undefined) | ? | 4% | ?
CC#CC(=O)Nc1cc2c(Nc3ccc(F)c(Cl)c3)ncnc2cn1 | · | 11% | -22%
COc1ccc2c(c1)C(c1ccccc1)=NNC(c1ccco1)=N2 | -16% | 0% | -19%
COc1ccc(/C=N/NC(N)=S)cc1OC(=O)c1cccc2ccccc12 | 18µM* | 8% | -14%
O=C(C/C=N\OCc1ccc([N+](=O)[O-])cc1)Nc1ccc(F)cc1F | 2% | 0% | 0%
COc1ccc(CCNC(=O)CSc2nc(O)c(CC(C)C)c(=O)[nH]2)cc1OC | ? | 3% | 0%
CCOC(=O)c1c(-c2ccc(OC)cc2)csc1/N=C/C1C(=O)CCCC1=O | ? | 2% | -8%
Cc1noc(C)c1C(=O)OC(C)C(=O)Nc1ccc(S(=O)(=O)NC(C)C)cc1 (centres undefined) | ? | 2% | -1%
COc1ccccc1-c1noc(CCC(=O)Nc2ccccc2Cl)n1 | -3% | 0% | -21%
CCN(Cc1ccccc1)C(=O)C1CCC(CNc2c(N3CCOCC3)c(=O)c2=O)CC1 (centres undefined) | -25% | 5% | -10%
CC(C)c1ccc(CN2C(=O)NC3(CCCCCC3)C2=O)cc1 | ? | 4% | -7%
COc1cccc(NC(=O)CNC(=O)c2ccc([N+](=O)[O-])cc2)c1 | -24% | 3% | 1%
CNc1c(NS(=O)(=O)c2ccc(C3CCCCC3)cc2)c(=O)oc2ccccc12 | -10% | 3% | -15%
OCCN(Cc1ccccc1)C(=S)Nc1ccc(F)cc1 | -1% | 0% | -3%
CCOC(=O)c1cc(NC(=O)C2C3C=CC(O3)C2C(=O)O)cc(C(=O)OCC)c1 (centres undefined) | -18% | · | -2%
O=C(CN1C(=O)/C(=C2\SC(=S)N(CCS(=O)(=O)O)C2=O)c2ccccc21)Nc1cccc(Br)c1 | -7% | · | 20µM*
O=C(NCc1ccc2c(c1)OCO2)C1CCCN1C(=O)Nc1ccc(Cl)cc1 (centres undefined) | -13% | -1% | -22%
CCOc1ccc(S(=O)(=O)N2CCC(C(=O)N3CCN(C)CC3)CC2)cc1Cl | -2% | · | -2%

Single entries from the entries so far.
`CC(C)C[C@H](NC(=O)OC(C)(C)C)C(=O)N1CCC(C(=O)N[C@@H](Cc2c[nH]c3ccccc23)C(=O)O)CC1` in DT40 TDP1 no CPT → 11%
`CCOC(=O)c1c(-c2ccc(OC)cc2)csc1/N=C/C1C(=O)CCCC1=O` in TDP1 inh → 2%
`CC#CC(=O)Nc1cc2c(Nc3ccc(F)c(Cl)c3)ncnc2cn1` in TDP1 inh → 11%
`CCOC(=O)c1cc(NC(=O)C2C3C=CC(O3)C2C(=O)O)cc(C(=O)OCC)c1` (centres undefined) in GCN5L2 inh → -2%

One compound at a time, from the list above. Values in the order: DT40 TDP1 no CPT | TDP1 inh | GCN5L2 inh
CCN(CC(=O)N1CCCCCC1)S(=O)(=O)c1ccc(C)cc1 as listed: -28% | · | 0%
O=C(NCc1ccccc1)c1ccc(NC(=O)N2CCSc3ncccc32)cc1 as listed: -12% | 3% | -3%
COC(=O)c1ccc(-c2noc(CN3CCCC(CNC(C)=O)C3)n2)cc1 (centres undefined) as listed: -9% | 3% | -4%
O=C(O)c1ccc(N=Nc2c(-c3ccccc3)[nH]oc2=O)cc1 as listed: -14% | · | 0%

Additional structures follow:
compound | DT40 TDP1 no CPT | TDP1 inh | GCN5L2 inh
COc1ccc(/C=C/C(=O)Oc2cccc(/C=N/NC(=O)Cc3ccc(Br)cc3)c2)cc1 | ? | 6% | 1%
CCOC(=O)c1ccc(NC(=O)CSc2nnc(NC(=O)c3ccc(S(=O)(=O)N4CCOCC4)cc3)s2)cc1 | -5% | 6% | -3%
O=C(NC(=S)NNC(=O)c1cccs1)c1ccco1 | ? | 10% | -12%
Cc1ccc(OCc2cc(=O)n3c4c(sc3n2)CCCC4)cc1C | -4% | -1% | 2%

Some of the compounds tested, so the mix of outcomes need not match the whole.
